RGS4 act = RGS4 potentiators or activators, primary screen, cell-based, HEK293 M3R inducible RGS4, calcium flux | actives 0.92% (n = 310,000) | carbachol calcium flux Fluo4; hits give low values | AID 463111, 2010 | B-score at 10 µM;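 active means B-score of the integrated calcium signal more than 4 SD below the library mean, with starting fluorescence not abnormally high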;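 further: negative B-score means reduced calcium response which marks RGS4 activation or potentiation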
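Detection: kinetic calcium fluorescence imaging with Fluo4-AM dye, 2 µM / Material: HEK293 cells with stable M3R and inducible RGS4 / Schedule: recording 10 s baseline at 1 Hz, 100 s post-agonist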
TMEM16A act = TMEM16A chloride channel activators or potentiators, primary screen, cell-based, HTS; Anoctamin-1 (Mus musculus), Q8BHY3; HEK293 TMEM16A/YFP-H148Q/I152L, iodide quench fluorescence; hits give low values; B-score at 10 µM; actives 0.3% (n = 340,000); AID 623877, 2012;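 active means fluorescence-ratio B-score plate-corrected deviation score at least 3 library SD below zero, with starting fluorescence score within 5 deviations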;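 further: channel opened by trigger with iodide after compound preincubation; score built on the fluorescence ratio of max minus min over baseline; more negative score means more quench and so TMEM16A activation or potentiation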
Target sequence (Q8BHY3 whole entry, looked up): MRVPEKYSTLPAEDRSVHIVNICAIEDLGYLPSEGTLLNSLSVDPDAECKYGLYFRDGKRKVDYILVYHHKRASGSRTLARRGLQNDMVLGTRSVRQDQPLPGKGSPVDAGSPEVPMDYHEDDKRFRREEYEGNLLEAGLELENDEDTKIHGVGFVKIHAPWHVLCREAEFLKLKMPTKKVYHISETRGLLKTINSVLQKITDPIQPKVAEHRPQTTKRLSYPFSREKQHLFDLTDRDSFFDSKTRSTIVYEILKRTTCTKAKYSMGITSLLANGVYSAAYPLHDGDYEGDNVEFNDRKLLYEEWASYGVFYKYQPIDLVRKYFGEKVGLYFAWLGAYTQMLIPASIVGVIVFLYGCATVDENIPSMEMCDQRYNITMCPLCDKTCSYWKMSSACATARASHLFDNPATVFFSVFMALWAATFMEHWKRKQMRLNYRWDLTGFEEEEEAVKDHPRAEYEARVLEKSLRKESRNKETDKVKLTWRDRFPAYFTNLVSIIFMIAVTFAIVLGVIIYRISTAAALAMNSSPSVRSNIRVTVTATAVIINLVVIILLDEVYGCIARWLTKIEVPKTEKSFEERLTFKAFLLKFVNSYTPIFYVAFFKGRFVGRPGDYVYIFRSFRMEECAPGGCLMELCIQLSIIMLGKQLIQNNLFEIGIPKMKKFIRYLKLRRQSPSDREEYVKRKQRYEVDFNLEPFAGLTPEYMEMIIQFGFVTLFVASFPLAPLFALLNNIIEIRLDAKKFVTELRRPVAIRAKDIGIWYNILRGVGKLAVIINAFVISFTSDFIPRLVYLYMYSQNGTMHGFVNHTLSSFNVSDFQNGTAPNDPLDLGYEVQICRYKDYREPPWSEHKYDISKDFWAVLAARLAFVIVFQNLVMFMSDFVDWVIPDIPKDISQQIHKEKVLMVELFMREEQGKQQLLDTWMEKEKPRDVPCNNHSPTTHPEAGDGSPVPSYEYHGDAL
RGS4 inh = RGS4 inhibitors, primary screen, cell-based, HEK293 M3R inducible RGS4, calcium flux; actives 0.45% (n = 310,000); B-score at 10 µM; AID 463165, 2010; Regulator of G-protein signaling 4 (Homo sapiens), P49798; Fluo-4 calcium flux; hits give high values; triggered by carbachol at its EC20;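 active means B-score, a plate-corrected calcium signal, over three deviations above library mean, with baseline fluorescence within five deviations of library mean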;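 further: RGS4 expression induced by doxycycline in cells with stable M3 receptor; B-score is computed from the integrated fluorescence ratio over baseline after carbachol; higher B-score means a larger calcium signal and so more RGS4 inhibition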
TMEM16A inh = TMEM16A chloride channel inhibitors, primary screen, cell-based, HTS; Anoctamin-1 (Mus musculus), Q8BHY3; HEK293 TMEM16A/YFP iodide influx fluorescence, ionomycin; normalized B-score (activity score, 25-100; higher = stronger inhibition) at 10 µM; actives 1.2% (n = 310,000); AID 588511, 2011;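 active means ratio plate-corrected score three or more library SD toward inhibition, starting fluorescence score within five deviations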;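 further: score derived from kinetic fluorescence span divided by baseline fluorescence per well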
KCNK3 block = human KCNK3 channel inhibitors, primary screen, CHO cells, FluxOR thallium flux, B-score | Potassium channel subfamily K member 3 (Homo sapiens), O14649 | FluxOR fluorescence; hits give low values | B-score at 10 µM | actives 0.84% (n = 340,000);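 active means B-score under library mean minus 4 SD, starting fluorescence ratio at most library mean plus 5 SD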;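 further: more negative B-score means stronger inhibition of thallium flux through KCNK3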
KCNK9 inh = KCNK9 potassium channel inhibitors, primary screen, HEK293 cells, thallium flux; Potassium channel subfamily K member 9 (Homo sapiens), Q9NPC2; FluxOR thallium flux fluorescence; hits give low values; B-score at 10 µM; actives 1.2% (n = 310,000); AID 488922, 2010;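 active means ratio B-score over 3 SD below the library mean, with starting fluorescence within 5 SD of its mean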;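 further: negative B-score means less thallium flux so channel inhibition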
KCNQ1 act = potentiators or activators of KCNQ1 channel, primary screen, cell-based, thallium flux, high-throughput | AID 2648, 2010 | B-score at 10 µM | actives 0.35% (n = 310,000) | CHO-K1 KCNQ1, thallium flux FluxOR fluorescence; hits give high values | Potassium voltage-gated channel subfamily KQT member 1 (Homo sapiens), P51787;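 active means fluorescence ratio B-score, a plate-corrected score, at least three library SD, with initial intensity B-score within 5 SD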
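Assay system: stable KCNQ1 CHO-K1 line; medium: assay buffer, equal DMSO in all wells; timing: 90 min dye loading and 20 min compound exposure, both at room temperature; technique: kinetic FluxOR thallium fluorescence, 10-s 1-Hz baseline, 110-s post-stimulus read; read-out basis: B score of baseline-normalized fluorescence ratio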
hERG rescue = hERG rescue from dofetilide block, primary screen, cell-based, CHO-hERG, FluxOR thallium flux, dofetilide IC70; Voltage-gated inwardly rectifying potassium channel KCNH2 (Homo sapiens), Q12809; dofetilide IC70 present; activation (rescue from dofetilide block), less the hit threshold, % at 10 µM; actives 0.51% (n = 310,000); AID 1511, 2009;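 active means activation above the mean of controls blocked by dofetilide plus 5 SD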;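 further: thallium influx through hERG after potassium depolarization seen as dye fluorescence rise; in these data hits start at about 4.7%; inactives centre near -7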
KCNQ1 block = inhibitors of human KCNQ1 channel, primary screen, cell-based, thallium flux, high-throughput; Potassium voltage-gated channel subfamily KQT member 1 (Homo sapiens), P51787; CHO-K1 KCNQ1, FluxOR thallium flux fluorescence; hits give high values; B-score at 10 µM; actives 1.3% (n = 310,000);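 active means compounds whose thallium flux B-score, printed positive for inhibition, exceeds three library SD while starting fluorescence stays within three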;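 further: channel opened by potassium depolarization with thallium stimulus after 20 min compound exposure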
SKKanGAS inh = S. pyogenes SKKanGAS growth inhibitors in kanamycin, primary screen, streptokinase expression inhibitor project, SKKanGAS strain, BacTiter-Glo luminescence. inhibition, % at 7.5 µM. actives 1.3% (n = 300,000). AID 1662, 2009. 6 h;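 active means mean replicate score, as percent of positive control median, at least 50; inconclusive means mean below 50 but one replicate at or above 50; inactive means mean and every replicate below 50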;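 further: strain carries kanamycin resistance gene driven by streptokinase promoter and grows in 40 µg/ml kanamycin; loss of luminescence reflects streptokinase promoter inhibition or plain growth inhibition; 0% = median of DMSO wells and 100% = positive control at its reference dose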
HDAC3 inhib = HDAC3 deacetylase inhibitors, primary screen, biochemical, fluorescence, cell-free homogeneous; inhibition, % at 8.3 µM; Histone deacetylase 3 (Homo sapiens), O15379; recombinant HDAC3, fluorogenic peptide/trypsin coupled; actives 0.15% (n = 320,000); in the data active means inhibition above about 26%, passing the limit was not always enough; inconclusive means no clear call, values can overlap the other calls
* hit, by the source's call; i = inactive; ? = inconclusive; / = not tested or not shown.

SMILES	RGS4 act	TMEM16A act	RGS4 inh	TMEM16A inh	KCNK3 block	KCNK9 inh	KCNQ1 act	hERG rescue	KCNQ1 block	SKKanGAS inh	HDAC3 inhib
CCCNC(=O)NC(=O)CSc1nc2cc(C(=O)OC)ccc2c(=O)n1-c1ccccc1	i	i	i	i	i	i	i	-7	i	4	2
CSCCCN1CCC(n2nccc2NC(=O)CCCc2ccccc2)CC1	i	i	i	i	i	i	i	-9	i	20	-1
Cc1ccc(C(=O)NC(=S)NCC(=O)c2ccccc2)cc1	i	i	i	i	i	i	i	-2	i	-5	?
COC(=O)c1nn(-c2c(C)n(C)n(-c3ccccc3)c2=O)cc1O	i	i	i	i	i	i	i	-3	i	-9	4
CNC(=O)COc1ccc(Nc2nnc(-c3ccc(C)c(S(N)(=O)=O)c3)c3ccccc23)cc1	i	i	i	i	i	i	i	-7	i	-2	/
O=[N+]([O-])c1ccc(O)c(P(=O)(c2ccccc2)c2ccccc2)c1	i	i	i	i	i	i	i	-5	i	-1	6
CCOC(=O)c1cccc(NC(=O)C2CCCO2)c1 (stereo not given)	i	i	i	i	i	i	i	-4	i	1	1
COc1ccc(NS(=O)(=O)c2ccc(NC(=S)NC(=O)/C=C/c3ccccc3)cc2)nn1	i	i	i	i	i	i	i	-18	i	25	0
CC(C)(C)NC(=O)C1CCN(c2ccc(S(=O)(=O)N3CCOCC3)cc2Cl)CC1	i	i	i	i	i	i	i	-1	i	-3	-5
CCc1ccc(/C=C\C(=O)N2CCCC2)cc1	i	i	i	i	i	i	i	-6	i	3	1
CC(C)OC(=O)c1cn(-c2ccccc2)nc1-c1ccc2c(c1)OCCO2	i	i	i	i	i	i	i	-14	i	14	-1
CSc1ccccc1NC(=O)c1noc(C)c1[N+](=O)[O-]	i	i	i	i	i	i	i	-10	i	4	/
O=C(c1ccc(Cl)s1)N1CCN(C23CC4CC(CC(C4)C2)C3)CC1	i	i	i	i	i	i	i	-11	i	14	-2
CC(C)(C)NC(=O)C(=O)NCCC1=CCCCC1	i	i	i	i	i	i	i	-6	i	-6	-1
Cc1cccc(NC(=O)CC2NCCNC2=O)c1 (stereo not given)	i	i	i	i	i	i	i	-3	i	-5	0
Cc1ccc(S(=O)(=O)N2CCN(C(=O)CN3CCN(C)CC3)C2)cc1	i	i	i	i	i	i	i	-5	i	1	1
O=C(N/N=C/c1cccc(OCc2ccccc2)c1)c1ccc(Br)o1	-7.3*	i	i	i	-9.3*	i	i	-14	i	-3	-3
Cc1cc(NC(=O)NC(=O)c2cccc(OC(F)(F)C(F)F)c2)n[nH]1	i	i	i	i	i	i	i	-6	i	-5	-2
CC(=O)Nc1ccccc1C(=O)C(=O)NCCc1ccccc1	i	i	i	i	i	i	i	-11	i	4	-4
CC(C)(C)NS(=O)(=O)c1ccc(NS(=O)(=O)Cc2ccccc2)cc1	i	i	i	i	i	i	i	-13	i	?	9
Cc1ccc(-c2noc(-c3cc(C(C)(C)C)nn3Cc3ccccc3)n2)cc1	i	i	i	i	i	i	i	0	i	17	0
CCOC(=O)c1ccc(NC(=S)NNC(=O)c2cc(-c3cccnc3)nc3ccccc23)cc1	i	i	i	i	i	i	i	-22	10*	20	/
Cc1nnc(SCC(=O)N2CCCc3ccccc32)[nH]c1=O	i	i	i	i	i	i	i	-9	i	0	-8
CCN1C(=O)/C(=C\c2ccc3c(c2)OCO3)C(C(=O)OC)=C1C	i	i	i	i	i	i	i	-10	i	-8	7
N#Cc1ccc(CSc2nnc(-c3ccncc3)n2CCc2ccccc2)cc1	i	i	i	i	i	i	i	-12	i	0	-4
Cc1cccc(C)c1N1C(=O)CCC(C)(C)C1=O	i	i	i	i	i	i	i	-2	i	2	-6
CCC(=O)Nc1sc(C(=O)Nc2ccccc2OC)c(C)c1C(=O)OC	i	i	i	i	i	i	i	-2	i	5	-4
COc1ccc(CCNC(=O)c2coc(=O)c(Br)c2)cc1	i	/	i	i	/	i	i	-2	i	-1	1
Cc1onc(-c2ccccc2)c1C(=O)N1CCCC(C(F)(F)F)C1 (stereo not given)	i	i	i	i	i	i	i	-10	i	21	-4
O=C(Cc1c(Cl)cccc1Cl)OCC(=O)N1CCc2ccccc2C1	i	i	i	i	i	i	i	-12	i	22	1
Cc1cccc(C)c1NC(=S)N(CCCN1CCOCC1)Cc1cccnc1	i	i	i	i	i	i	i	4	i	-1	4
CC(C)C(=O)Nc1ccc(NC(=O)c2ccc([N+](=O)[O-])cc2Cl)cc1	i	i	i	i	i	i	i	-1	i	1	8
C/C(=N/NS(=O)(=O)c1cc(C)ccc1C)c1c[nH]c2ccccc12	i	i	i	i	i	i	i	-5	i	-3	-7
Cn1nccc1NC(=O)CC(CC(=O)O)c1ccccc1 (stereo not given)	i	i	i	i	i	i	i	-7	i	-12	3
CN(C(=O)Cn1nc(C(=O)O)c2ccccc2c1=O)c1ccccc1	i	i	i	i	i	i	i	-2	i	-3	0
CCOC(=O)N1CCN(S(=O)(=O)c2ccc(C(=O)Nc3nc4ccccc4s3)cc2)CC1	i	i	i	i	i	i	i	-2	i	10	-3
O=C(COc1ccccc1F)NNC(=O)c1ccc2c(=O)n3c(nc2c1)CCC3	i	i	i	i	i	i	i	-7	i	11	/
O=C1/C(=C/c2cccs2)SC(=S)N1N1CCOCC1	i	i	i	i	i	i	i	-3	i	-2	2
C=CCN(C(=O)Cc1cccs1)c1nc(-c2ccc(S(C)(=O)=O)cc2)cs1	i	i	i	i	i	i	i	-9	i	3	2
CC(=O)c1cnc2c(-c3ccccc3)c(C(F)(F)F)nn2c1C	i	i	i	i	i	i	i	-11	i	-13	0
COC(=O)C1=CN(Cc2ccc(OC)c(OC)c2)C=C(C(=O)OC)C1c1ccc(O)cc1	i	i	i	i	i	i	i	-1	i	-2	-20
COC(=O)[C@H](C)NC(=O)Nc1ccc(OC)c(OC)c1	i	i	i	i	i	i	i	-7	i	-3	10
Cc1nc2c(C(=O)N3CCN(c4ccccn4)CC3)cnn2c(C)c1Cc1cccc(Cl)c1	i	i	i	i	i	i	7*	-18	i	3	-3
O=C(COC(=O)c1cc(Cl)ccc1O)c1ccc2c(c1)OCO2	i	i	i	i	i	i	i	-4	i	2	7
COCC(=O)N1CCCC(CNS(=O)(=O)c2ccc(OC)cc2)C1 (stereo not given)	i	i	i	i	i	i	i	-4	i	6	-1
CC(C)NC(=O)C1(S(=O)(=O)c2ccccc2)CC=CC1	i	i	i	i	i	i	i	-6	i	-3	-1
Cc1c(Cl)cccc1NC(=O)C1=COCCO1	i	i	i	i	i	i	i	-10	i	-3	-4
CC(C)n1cc(CN2CCCC(C(=O)Nc3ccccc3Oc3cccnc3)C2)cn1 (stereo not given)	i	i	i	i	i	i	i	-5	i	-8	-18
CC(=O)NC1=NN(C(C)=O)C(C)(CS(=O)(=O)c2ccc(C)c(C)c2)S1 (stereo not given)	i	i	i	i	i	i	i	-8	i	3	15
CC(C)C(=O)Nc1nc2c(c(=O)[nH]1)CCCC2	i	i	i	i	i	i	i	-7	i	2	4
NC(=O)c1ccsc1NC(=O)COC(=O)C1CC2CCCC(C1)C2=O (stereo not given)	i	i	i	i	i	i	i	-15	i	-1	1
Cc1c(C(=O)N2CCN(c3ccccn3)CC2)oc2ccccc12	i	i	i	i	i	i	i	-14	i	-6	4
COc1ccc(C(C(=O)NCc2ccc(F)cc2)N(C(=O)c2csnn2)C2CC2)cc1 (stereo not given)	i	i	i	i	i	i	i	-3	i	1	4
COc1ccc(CCN(C)C(=O)/C=C/c2c(Cl)nc3ccccn23)cc1OC	i	i	i	i	i	i	i	-6	i	14	4
COC(=O)CSc1ccc2nnc(-c3ccc(F)cc3)n2n1	i	i	i	i	i	i	i	-12	i	8	-5
COc1ccc(CCNC(=O)c2nn(C)c3c2CS(=O)(=O)c2ccccc2-3)cc1OC	i	i	i	i	i	i	i	-4	i	3	1
COC(=O)Cc1c(C)c2ccc(OC3CCCCC3=O)cc2oc1=O (stereo not given)	i	i	i	i	i	i	i	-10	i	-6	-53
Cc1cccn2c(=O)nc(SCC(=O)NCc3ccccc3Cl)nc12	i	i	i	i	i	i	i	-10	i	0	-1
Cc1c(Cl)cccc1NC(=O)C1CCCCC1	i	/	i	i	/	i	i	-6	i	-2	0
CCOC(=O)c1ccc(-c2n[nH]c(=O)c3ccccc23)cc1	i	i	i	i	i	i	i	-6	i	10	-1

2 entries picked at random from the list so far:
SMILES	RGS4 act	TMEM16A act	RGS4 inh	TMEM16A inh	KCNK3 block	KCNK9 inh	KCNQ1 act	hERG rescue	KCNQ1 block	SKKanGAS inh	HDAC3 inhib
Cc1c(Cl)cccc1NC(=O)C1=COCCO1	i	i	i	i	i	i	i	-10	i	-3	-4
CCOC(=O)c1ccc(-c2n[nH]c(=O)c3ccccc23)cc1	i	i	i	i	i	i	i	-6	i	10	-1

Next part:
SMILES	RGS4 act	TMEM16A act	RGS4 inh	TMEM16A inh	KCNK3 block	KCNK9 inh	KCNQ1 act	hERG rescue	KCNQ1 block	SKKanGAS inh	HDAC3 inhib
O=C(COC(=O)c1cccc2ccccc12)NCCCc1ccccc1	i	i	i	i	i	i	i	-6	i	-19	-4
COc1ccc(C(F)(F)F)cc1NC(=O)c1nc2nc(C)cc(C(F)F)n2n1	i	i	i	i	i	i	i	-8	i	-2	-8
COc1ccc(/C=N/NC(=O)C2COc3ccccc3O2)cc1OC (stereo not given)	i	i	i	i	i	i	i	-10	i	-2	6
COc1cc(CN2CCN(Cc3ccc(C)cc3)C(CCO)C2)ccc1O (stereo not given)	i	i	i	i	i	i	i	-15	i	-21	-4
COc1cccc(C(=O)NC2CC3CCC(C2)N3Cc2ccccc2)c1 (stereo not given)	i	i	i	i	i	i	i	-8	i	1	4
